bovine MsrA act – bovine MsrA enzyme activators, primary screen, biochemical, absorbance, HTS; activation, % at 10.6 µM; Methionine sulfoxide reductase A (Bos taurus); 0.3% of 360,000 active; AID 602163, 2012; purified bovine MsrA, absorbance read-out; in the data active = activation above about 7.5%;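 also: 0% = vehicle and 100% = reference activator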
E coli Lon inh – inhibitors of E. coli Lon protease, primary screen, biochemical, fluorescence polarization. P0A9M0. purified E. coli Lon protease. inhibition, % at 7.94 µM. 0.42% of 360,000 active. AID 602123, 2011; in the data active = inhibition above about 13%, passing the limit was not always enough;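 also: 0% = enzyme with probe and DMSO and 100% = no enzyme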
TbMetRS inhib – T. brucei MetRS inhibitors, primary screen, biochemical, luminescence. AID 624268, 2012. inhibition, % at 11.9 µM. 0.4% of 360,000 active. methionyl-tRNA synthetase (Trypanosoma brucei brucei). purified T. brucei MetRS, ATP depletion, Kinase-Glo luminescence;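 active = inhibition above a per-plate cutoff of the control wells' mean inhibition plus 3 SD, cut at about 5.5% in these data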;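 also: 0% = DMSO wells median and 100% = median of wells with control inhibitor compound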
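Measured by: Kinase-Glo luciferase luminescence reporting remaining unconsumed ATP. Material: purified T. brucei MetRS enzyme. Doses: 11.9 µM compound single dose, 0.9% DMSO. Medium: HEPES buffer containing pyrophosphatase, BSA, spermine, DTT. Times: 15 min preincubation, 2 h reaction, all 25 °C. Reagent: methionine, ATP and bulk E. coli tRNA.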
DNMT1 block – human DNMT1 methyltransferase inhibitors, primary screen, biochemical, molecular beacon, fluorescence, HinP1I cleavage, uHTS; DNA (cytosine-5)-methyltransferase 1 (Homo sapiens), P26358; inhibition (reported as % activation of signal), % at 10 µM; 0.83% of 360,000 active; AID 588458, 2011; in the data active = inhibition above about 50%
Scp1 inh – Scp-1 phosphatase inhibitors, primary screen, biochemical, colorimetric, uHTS. Carboxy-terminal domain RNA polymerase II polypeptide A small phosphatase 1 (Homo …. Recombinant Scp1, phosphopeptide, malachite green phosphate absorbance. inhibition, % at 20 µM. 0.88% of 340,000 active. AID 493091, 2011;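 active = inhibition above about 50% at 20 µM, limit read from the data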;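 also: plate controls were DMSO wells with enzyme for no effect and wells lacking enzyme for full effect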
Target sequence (Q9GZU7 76-261 limits assumed): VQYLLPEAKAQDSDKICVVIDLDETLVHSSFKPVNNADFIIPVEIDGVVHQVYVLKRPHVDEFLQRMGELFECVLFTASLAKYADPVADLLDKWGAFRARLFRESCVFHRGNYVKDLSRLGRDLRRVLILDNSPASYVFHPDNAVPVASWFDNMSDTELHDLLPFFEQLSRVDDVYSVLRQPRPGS
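assay system = SCP-1 phosphatase catalytic domain, residues 76-261 | buffer or medium = 50 mM Tris acetate pH 5.5, 0.005% Tween-20, 10 mM MgCl2 | incubation = enzyme reaction 45 min at room temperature, colour 5 min, stabilisation 30 min | signal = Phosphate-binding colour reagent, absorbance read at 630 nm | measure = % inhibition at 20 µM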
SUMO1 PPI mod – modulators of SUMO1 protein-protein interactions, primary screen, biochemical, uHTS; SUMO1 binding to a labelled peptide, TR-FRET, 1 h; 0.33% of 360,000 active; Small ubiquitin-related modifier 1 (Homo sapiens), P63165; AID 602429, 2012; inhibition, % at 20 µM; in the data active = inhibition above about 37%
Target sequence (P63165 whole entry, looked up): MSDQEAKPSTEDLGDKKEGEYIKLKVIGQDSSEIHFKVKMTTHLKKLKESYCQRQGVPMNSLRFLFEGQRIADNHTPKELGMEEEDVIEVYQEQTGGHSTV
NRP1-CendR mod – modulators of CendR peptide binding to NRP-1, primary screen, biochemical, fluorescence polarization, uHTS; FAM-RPARPAR peptide binding to NRP-1; inhibition, % at 25 µM; 0.85% of 360,000 active;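 active = inhibition or corrected inhibition above about 18%, plus a signal ratio from 0.5 to 1.5, limit read from the data, passing the limit was not always enough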; also: strong numbers were not always called active
STEP inh – STEP phosphatase inhibitors, primary screen, biochemical, fluorescence intensity, uHTS | inhibition, % at 20 µM | AID 588621, 2011 | recombinant STEP, OMFP fluorogenic substrate | Tyrosine-protein phosphatase non-receptor type 5 (Homo sapiens), P54829 | 0.25% of 360,000 active;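 active = inhibition at 20 µM, scaled per plate between control wells, above about 37%, limit read from the data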;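 also: 0% = DMSO with enzyme and substrate and 100% = substrate only without enzyme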
Target sequence (P54829 whole entry, looked up): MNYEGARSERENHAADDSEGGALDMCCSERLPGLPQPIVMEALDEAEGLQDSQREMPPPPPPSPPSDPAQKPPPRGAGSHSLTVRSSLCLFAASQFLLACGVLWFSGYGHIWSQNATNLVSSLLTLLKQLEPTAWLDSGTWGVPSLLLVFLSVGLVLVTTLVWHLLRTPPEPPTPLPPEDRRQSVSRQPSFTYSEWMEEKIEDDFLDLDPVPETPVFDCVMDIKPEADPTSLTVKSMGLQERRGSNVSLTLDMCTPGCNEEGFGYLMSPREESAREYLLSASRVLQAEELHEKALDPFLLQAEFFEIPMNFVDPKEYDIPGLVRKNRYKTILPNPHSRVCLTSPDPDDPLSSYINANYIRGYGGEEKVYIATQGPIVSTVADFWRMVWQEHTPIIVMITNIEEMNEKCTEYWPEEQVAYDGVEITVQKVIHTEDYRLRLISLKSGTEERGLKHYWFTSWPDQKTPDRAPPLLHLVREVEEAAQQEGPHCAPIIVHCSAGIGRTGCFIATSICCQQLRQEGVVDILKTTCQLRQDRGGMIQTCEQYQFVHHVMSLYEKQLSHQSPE
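medium = Bis-Tris buffer pH 6.0, 2.5 mM DTT, 0.005% Tween 20 | test system = STEP (striatal-enriched tyrosine phosphatase) enzyme, cell-free | measure = normalized % inhibition | compound dosing = 20 µM, 1% DMSO | also added = 25 µM OMFP | schedule = reaction 20 min, ambient temperature | measured by = fluorescence read at 480 nm ex / 540 nm em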
MsrA inh – bovine MsrA enzyme inhibitors, primary screen, biochemical, absorbance, HTS; Methionine sulfoxide reductase A (Bos taurus); purified bovine MsrA, absorbance read-out; inhibition, % at 15.5 µM; 0.75% of 360,000 active; in the data active = inhibition above about 4.5%;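 also: 0% = vehicle wells with enzyme and 100% = reference inhibitor wells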
LMPTP block – LMPTP phosphatase inhibitors, primary screen, biochemical, fluorescence intensity, uHTS; 0.22% of 360,000 active; inhibition, % at 20 µM; AID 651560, 2012; Low molecular weight phosphotyrosine protein phosphatase (Homo sapiens), P24666; recombinant LMPTP-A, OMFP fluorogenic substrate;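 active = compounds that cut the enzyme signal by at least half of the control window in the single-dose screen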;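 also: plate controls were DMSO wells with enzyme plus substrate for no effect and substrate without enzyme for full effect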
Target sequence (P24666 whole entry, looked up): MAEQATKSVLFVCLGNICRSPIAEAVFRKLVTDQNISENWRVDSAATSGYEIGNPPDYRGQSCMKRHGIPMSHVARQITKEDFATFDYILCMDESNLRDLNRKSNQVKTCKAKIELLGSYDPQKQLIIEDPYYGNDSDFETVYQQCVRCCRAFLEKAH
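Test system: LMPTP-A phosphatase enzyme. Amount: LMPTP-A at 0.625 nM final in the reaction. Reagent: OMFP substrate, 400 µM final. Times: 50 min at room temperature. Signal: endpoint fluorescence intensity from OMFP dephosphorylation. Read-out basis: % inhibition. Benchmarks: no-enzyme and uninhibited controls.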
Numbers without * were called inactive; . = not tested or not shown.

SMILES	bovine MsrA act	E coli Lon inh	TbMetRS inhib	DNMT1 block	Scp1 inh	SUMO1 PPI mod	NRP1-CendR mod	STEP inh	MsrA inh	LMPTP block
C=CCOc1c(Cl)cc(CNc2ccc3[nH]c(=O)[nH]c3c2)cc1OC	-2.4	-7.5	1.3	-17.7	1.6	4.8	-8.5	-0.1	-0.1	-0.1
CCOc1ccc(NC(=O)C[n+]2ccccc2)cc1	-7.0	-10.8	0.1	5.6	3.7	0.9	6.8	2.0	-0.9	-2.1
COc1cccc(C2=CC(c3cccc(OC)c3OC(F)F)n3nnnc3N2)c1 (centres undefined)	-0.8	3.9	0.8	-4.1	-4.9	-1.3	17.8	11.6	3.2	-7.7
CC(=O)Nc1ccc(NC(=O)C2CCN(S(=O)(=O)c3ccc4c(c3)OCCO4)CC2)cc1	-2.1	6.9	-0.4	1.0	-4.8	-0.1	-1.6	0.4	-1.2	-0.1
O=C(COC(=O)C1CCC1)Nc1cc(S(=O)(=O)N2CCOCC2)ccc1Cl	-3.2	5.4	-0.1	-4.9	.	1.4	2.7	-2.3	-0.8	-0.1
O=C(Cn1cccc1C(=O)c1ccccc1)NCc1ccccc1Cl	-2.7	16.9	-0.1	-0.7	-8.6	2.6	3.2	-0.6	0.6	-1.1
Cc1cc([N+](=O)[O-])ccc1NC(=O)c1cncc(Br)c1	-3.7	-3.8	-0.6	0.3	-7.6	-16.3	3.2	0.5	-0.5	-2.0
Cc1cc(C)c2[nH]c(O)c(N=Nc3ccc(C(=O)O)cc3)c2c1	-9.8	3.2	-0.6	0.7	-1.4	-5.5	1.3	-0.3	-0.3	0.5
O=C(COC(=O)CCc1nc2ccccc2s1)NCc1ccco1	-3.8	3.8	-0.6	0.9	-8.6	-0.5	8.1	2.4	-0.3	0.1
COc1ccc(/C=C/C(=O)NC(=S)NNC(=O)c2cccs2)cc1	2.1	3.4	0.5	-4.4	-5.5	-4.0	-12.9	-2.0	3.5	-1.5
C=CCn1cnc2c(nnn2-c2ccc(C)c(Cl)c2)c1=O	-5.8	3.6	0.8	1.4	-4.7	-0.3	-8.8	-3.2	-0.6	-1.5
CN(C)c1ncnc2c1ncn2[C@H]1CN(Cc2ccc(F)cc2)C[C@@H](CO)O1	2.7	-7.9	-0.1	-4.3	.	9.3	1.4	3.3	-0.6	-2.7
Cc1ccc(S(=O)(=O)N2CCCC2C(=O)OCc2ccccc2)cc1 (centres undefined)	-9.9	3.3	-1.8	-0.1	-10.1	2.8	1.1	-1.8	-0.9	0.4
Cc1ccc(O)c(NC(=S)NC(=O)C(C)C)c1	-3.6	-6.8	-0.6	0.1	-4.0	-0.6	-14.0	-1.1	1.6	-0.6
COc1ccc(NS(=O)(=O)c2ccc(NC(=O)C3CCCO3)cc2)cc1 (centres undefined)	-6.1	-8.8	-0.2	-2.5	-0.4	0.8	3.4	-2.4	-0.7	0.8
CN(C1(C)CCS(=O)(=O)C1)S(=O)(=O)c1cccc([N+](=O)[O-])c1 (centres undefined)	-2.4	-12.9	-0.4	0.9	-1.1	-34.0	12.6	-1.4	1.9	-0.6
COC(=O)/C(=C/c1c[nH]c2ccccc12)NC(C)=O	-5.5	-1.8	-0.4	-0.3	-5.0	-5.2	6.8	-2.0	3.7	-0.7
COc1ccccc1Oc1ccc(S(=O)(=O)N2CCOCC2)cc1S(=O)(=O)N1CCOCC1	2.4	5.7	0.5	-4.1	-8.9	-0.3	26.7*	-5.0	-0.6	-0.3
CC(=O)c1ccc(N2CCN(S(=O)(=O)c3ccc4c5c3CC(=O)N5CC(C)S4)CC2)cc1 (centres undefined)	-1.7	4.3	-0.2	-9.7	-2.3	-4.6	-4.7	1.3	.	3.5
CCCNC(=O)c1nnsc1S(=O)c1ccc(Cl)cc1 (centres undefined)	-5.5	-1.4	-0.3	1.0	1.4	-2.1	0.7	0.3	2.3	0.1

Reprinted from the part before: 3 entries; new compounds follow.
SMILES	bovine MsrA act	E coli Lon inh	TbMetRS inhib	DNMT1 block	Scp1 inh	SUMO1 PPI mod	NRP1-CendR mod	STEP inh	MsrA inh	LMPTP block
COc1ccccc1Oc1ccc(S(=O)(=O)N2CCOCC2)cc1S(=O)(=O)N1CCOCC1	2.4	5.7	0.5	-4.1	-8.9	-0.3	26.7*	-5.0	-0.6	-0.3
CC(=O)c1ccc(N2CCN(S(=O)(=O)c3ccc4c5c3CC(=O)N5CC(C)S4)CC2)cc1 (centres undefined)	-1.7	4.3	-0.2	-9.7	-2.3	-4.6	-4.7	1.3	.	3.5
CCCNC(=O)c1nnsc1S(=O)c1ccc(Cl)cc1 (centres undefined)	-5.5	-1.4	-0.3	1.0	1.4	-2.1	0.7	0.3	2.3	0.1
CCCC1NC(=S)N(C2CCCCC2)C1=O (centres undefined)	-1.2	-5.6	0.1	-0.9	-0.8	3.1	-3.4	-1.9	0.1	-0.9
CCN(CC)S(=O)(=O)c1ccc(NC(=O)CO/N=C(\N)c2ccccc2)cc1	-3.9	-13.5	-0.1	1.1	-0.6	36.4	2.4	0.6	-0.6	-0.1
C=CCN1C(=O)CSC1=Nc1cccc(O)c1	-4.7	2.6	0.2	0.0	-2.0	0.3	-22.9	0.6	-1.0	-0.3
O=C(O)c1cncc(Br)c1	-9.0	-4.8	-1.6	5.2	-4.4	-2.6	10.1	-2.6	-1.0	0.3
Cc1nc2ccccc2c(=O)n1/N=C/c1ccccc1Cl	-1.7	-3.6	-0.4	1.4	0.1	4.2	11.3	-0.9	0.3	-0.4
O=C(O)c1ccccc1N(Cc1ccccc1)C(=O)COc1ccccc1	-0.8	-5.5	0.4	2.1	-8.5	-2.3	0.0	0.6	0.5	-1.0
CCNC(=O)c1ccccc1NC(=O)C1CC(=O)N(C(C)C)C1 (centres undefined)	-3.1	7.1	-0.7	5.9	-5.1	4.9	5.2	-1.6	1.3	-3.8
S=c1[nH]nc(-c2ccccn2)n1/N=C/c1ccc(Br)s1	3.6	-10.7	-0.3	12.5	8.2	-10.7	4.8	-4.9	1.0	-1.1
Cc1cccc(CN2CCN(C3CN(Cc4cn(Cc5ccc(F)cc5)nn4)S(=O)(=O)C3)CC2)c1 (centres undefined)	-4.1	-0.8	-0.8	.	.	-0.1	15.0	.	-0.9	-1.4
CC(=O)N1CCc2c(sc(NC(=O)C3COc4ccccc4O3)c2C(N)=O)C1 (centres undefined)	4.0	-17.4	-0.1	-8.9	-4.0	2.0	-1.5	1.7	0.4	0.1
Cc1ccccc1C(=O)Nc1ccc(-c2nc3ccc(C(=O)c4ccccc4)cc3[nH]2)cc1	-1.3	0.6	-0.1	1.3	17.5	0.1	14.0	3.1	3.2	-1.7
O=C(NCc1cccnc1)/C(=C/c1ccco1)NC(=O)c1ccccc1	-12.4	-3.6	-0.8	-1.1	6.1	-1.0	-9.9	-1.5	1.4	-1.8
Cc1nc(NC(=O)c2ccc3c(c2)OCCO3)ccc1Br	-6.5	7.0	-0.7	0.2	-10.2	3.5	16.0	0.0	0.4	0.5
CC(=O)Nc1ccc(S(=O)(=O)c2ccc(C)cc2)cc1	-2.6	-8.2	-0.3	-2.8	-4.2	5.8	3.2	2.2	1.9	0.8
CN(C(=O)c1ccc2c(c1)CCN2S(C)(=O)=O)c1ccccc1	-4.6	1.5	0.3	7.6	-6.4	0.7	-8.8	8.6	1.3	1.1
O=C(NCCc1ccccc1)c1cccc(NC(=O)C2CC2)c1	-10.1	-4.5	0.2	3.2	4.1	0.2	4.7	-1.4	0.1	-0.2
S=C(Nc1ccc(Cl)cc1)NN1CCOCC1	-4.3	-0.2	-0.8	0.1	0.9	2.3	2.8	-4.8	-0.4	-2.5
OC(CN1CCN(Cc2ccccc2)CC1)c1ccc(Br)cc1 (centres undefined)	-7.0	0.1	-0.9	5.6	-7.3	0.0	7.5	-2.3	0.7	-1.4
CCOC(=O)C(CCC(=O)O)(CCC(C)C)c1csc(N)n1 (centres undefined)	0.7	-1.0	0.4	0.7	-9.0	2.4	-4.2	2.2	0.8	-1.5
Cc1cc(Br)ccc1SCC(=O)OCC(=O)NC1CC1	-4.4	1.0	-0.3	-0.7	-0.8	-0.4	-6.7	-1.9	2.5	-0.3
N=P(N1CCOCC1)(N1CCOCC1)C12CC3CC(CC(C3)C1)C2	0.9	2.9	-0.5	2.1	-6.9	-0.2	14.9	3.6	-0.8	-3.5
CCOC(=O)c1cc(NC(=O)CC(C)(C)CC(=O)O)ccc1N1CCCCC1	-1.0	5.1	-0.3	-3.0	-9.8	5.3	5.6	1.7	1.5	-1.0
O=C(O)c1nn(-c2ccccc2)c(-c2ccccc2)c1C(=O)c1ccccc1	-0.3	-11.5	-0.5	3.0	-2.1	-2.4	-5.5	-1.4	-1.4	-0.4
O=C(NCc1ccco1)C(=O)NCC1OCCN1C(=O)c1ccc(Cl)cc1 (centres undefined)	-8.0	1.7	0.1	-3.1	5.5	3.9	-0.5	0.7	-1.3	1.1
Cc1ccc(S(=O)(=O)N2CC(O)CC2C(=O)Nc2ccc3c(c2)CCC3)cc1 (centres undefined)	-4.4	-0.2	-0.8	-1.3	-13.1	-1.9	1.3	1.1	0.9	-1.1
Cc1cc(C)cc(N(CCC(=O)O)S(=O)(=O)c2ccc3ccccc3c2)c1	-11.3	-8.2	-1.7	5.6	8.4	-4.0	42.1*	-1.6	-1.5	-0.9
C=CCOC(=O)CCCC(=O)NC1CCCCC1	-1.0	5.1	-0.6	0.8	-4.6	0.7	-0.4	-0.3	-0.8	-0.3
COc1ccc(NC(=O)Nc2cc(NC(=O)Nc3ccc(OC)cc3)c(C)nc2C)cc1	-3.5	6.0	-0.1	27.1	0.5	-0.8	-13.1	-0.8	0.1	1.3
O=C1SC(c2ccccc2)=C/C1=C\N1CCCCC1	-0.6	-1.0	0.1	-1.0	-5.2	-7.9	2.8	1.7	3.2	2.3
COc1ccc2c(c1)CCCN2C(N)=Nc1ccc(Cl)cc1	-2.4	5.1	-0.2	1.0	6.3	-6.5	3.1	-1.3	-0.1	0.7
Nn1c(SCC(=O)NC2CCCCC2)nnc1C1CC1	-10.4	-0.1	-1.6	3.6	1.4	-1.5	-10.3	0.5	-0.4	0.0

Source: PubChem

Hits appear at their usual frequency. About 4.3% of those tested had a hit in this group.
